Screens from PubChem.
aSyn UTR inh – MLPCN primary screen, SNCA 5' untranslated region. alpha-synuclein 5'UTR reporter, inhibitor activity. inhibition, % (tested at 7.5 µM). actives 0.82% (n = 300,000); in the data active means inhibition above about 60%; inconclusive means no clear call, values can overlap the other calls;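 further: H4 neuroglioblastoma cells stably carrying SNCA 5'UTR luciferase fusion; 0% = DMSO wells and 100% = positive control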
HSP90 inh – blocks HSP90-mediated luciferase refolding in reticulocyte lysate. Rabbit reticulocyte lysate, luciferase refolding luminescence, 3 h. inhibition, % at 5.6 µM. actives 0.91% (n = 290,000);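 active means inhibition above the screen-wide mean plus 3 SD, computed separately per campaign, cut at about 16% in these data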;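 further: 0% = DMSO wells and 100% = 60 µM geldanamycin wells; inhibitors lower the luminescence because luciferase stays unfolded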
Platelet DG rel – platelet dense granule release activity; human platelet-rich plasma, SFLLRN dense granule ATP release, luminescence; inhibition, %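 (compounds screened at 7.5 µM in platelet-rich plasma)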; actives 0.22% (n = 300,000); AID 1663;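 active means mean replicate score, as percent of positive control, at or above 50; inconclusive means mean below 50 but at least one replicate at or above 50; inactive means mean and every replicate below 50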
AI-2 QS mod – Vibrio harveyi AI-2 quorum sensing modulation; Vibrio harveyi JMH597 AI-2 luminescence/OD600 ratio, 9 h; active compounds read low; strain lacks LuxN and CqsS sensors; 0 = neutral-control median; activity change, % at 7.5 µM; actives 0.4% (n = 300,000); AID 2094; in the data active means activity change below about -75%, passing the limit was not always enough; inconclusive means no clear call, values can overlap the other calls;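 further: luminescence divided by OD600 gain over 9 h not by final OD600 alone; inactives centre near 13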
HIF act – HIF pathway transcriptional activation | U2OS HRE-luciferase reporter, luminescence; normalized: DMSO 0%, desferrioxamine 100% | activation, % at 7.5 µM (by protocol) | actives 0.32% (n = 300,000) | AID 1910;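 active means mean activation of at least 10% of the iron chelator positive control signal, with at least half of replicates also reaching 10%; inconclusive means mean and replicate majority disagree about reaching 10%; inactive means mean and most replicates under 10%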
HSF1 inh – HSF1 inhibition; NIH3T3-HGL HSE-luciferase, MG132-induced, luminescence 8 h; active compounds read low; activity change, negative = inhibition, % at 7.5 µM (by protocol); actives 0.77% (n = 300,000);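 active means more than half of replicate wells show activity change below -50%, luminescence cut by over half; inconclusive means some wells, but at most half, below -50%; inactive means no replicate well below -50%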;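 further: luciferase reports HSF-1 transcriptional activity via heat shock element; 0% = median of DMSO wells and -100% = zero luminescence signal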
KLF5 inh – inhibitors of KLF5 expression | DLD-1 KLF5 promoter-luciferase reporter, luminescence | inhibition, % at 5 µM | actives 0.23% (n = 290,000) | AID 1700;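 active means inhibition above a per-plate limit of that plate's mean compound inhibition plus 3 SD, cut at about 60% in these data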;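 further: 0% = DMSO wells and 100% = LY294002 at 200 µM; higher means less KLF5 promoter-driven luciferase light; inactives centre near -14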
HSF-1 act – increases HSF-1 driven luciferase reporter signal; NIH3T3-HGL HSF-1 luciferase reporter, MG132, 8 h; 100% = twice DMSO control signal; activation, % at 9 µM; actives 1.7% (n = 300,000); AID 504408;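 active means mean replicate activation of at least 50% with a set share of replicates each reaching 50%; inconclusive means only one of those two conditions met; inactive means mean below 50% and too few replicates reaching it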;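 further: 0% = median of the neutral control wells and 100% = twice that signal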
IEC-6 tox – IEC-6 cytotoxicity, counter-screen for KLF5 inhibitors | luminescence viability | inhibition, % at 5 µM | actives 0.78% (n = 290,000); in the data active means inhibition above about 22%;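 further: 0% = plate median of test compound wells and 100% = cytotoxic reference compound wells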
HDAC3 inhib – blocks human histone deacetylase 3. O15379. recombinant HDAC3, fluorogenic peptide/trypsin coupled, fluorescence. inhibition, % at 8.3 µM. actives 0.15% (n = 320,000). AID 2718; in the data active means inhibition above about 26%, passing the limit was not always enough; inconclusive means no clear call, values can overlap the other calls
Target sequence (O15379 whole entry, looked up): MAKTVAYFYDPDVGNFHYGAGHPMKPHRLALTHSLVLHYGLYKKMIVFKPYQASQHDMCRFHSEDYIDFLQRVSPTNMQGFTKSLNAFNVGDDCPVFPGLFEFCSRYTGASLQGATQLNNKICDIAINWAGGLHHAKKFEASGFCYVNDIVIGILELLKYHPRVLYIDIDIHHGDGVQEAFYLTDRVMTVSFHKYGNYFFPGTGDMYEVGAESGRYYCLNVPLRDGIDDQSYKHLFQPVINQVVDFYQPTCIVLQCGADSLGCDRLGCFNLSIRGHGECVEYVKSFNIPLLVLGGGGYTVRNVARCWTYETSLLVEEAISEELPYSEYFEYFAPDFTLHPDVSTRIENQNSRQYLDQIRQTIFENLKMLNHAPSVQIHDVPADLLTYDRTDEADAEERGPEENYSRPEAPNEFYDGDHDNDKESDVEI
The depositor's hits bear a star; u = inconclusive; x = no result given.

SMILES	aSyn UTR inh	HSP90 inh	Platelet DG rel	AI-2 QS mod	HIF act	HSF1 inh	KLF5 inh	HSF-1 act	IEC-6 tox	HDAC3 inhib
O=C(N/N=C/c1ccc(OCc2ccc(F)cc2)cc1)c1ccccc1	-51	-1	2	31	0.6	x	-21	x	4	-4
Cc1oc(-c2cccc(Cl)c2)nc1CN(C)C1CCOC1 (stereo unspecified)	-31	1	10	-2	0.3	0	1	21	5	-1
Oc1ccc(C(c2nnnn2C2CCCC2)N2CCc3ccccc3C2)cc1 (stereo unspecified)	-2	-2	1	17	0.5	8	-11	-15	0	5
CCC(C(=O)NC1CCCC1)N(C(=O)Cn1nnc(-c2ccc(C)o2)n1)c1ccc(F)cc1 (stereo unspecified)	8	1	1	17	-1.5	10	-6	11	0	x
O=C(NCCc1ccccc1F)C1CCCN1S(=O)(=O)c1ccc2ccccc2c1 (stereo unspecified)	-15	3	7	38	0.4	3	-50	-1	-1	3
OC(COc1cccc2ccccc12)CN1CCCC1 (stereo unspecified)	-5	-2	8	12	-0.6	0	-10	1	-4	1
CC(=O)c1cnc2ncnn2c1C	12	1	15	11	-0.2	-11	-3	-6	-2	4
Cc1csc(NC(=O)CSc2ccc(-c3ccccn3)nn2)n1	13	3	-13	40	1.9	6	-13	25	3	x
CC(C)CN(CC(C)C)S(=O)(=O)c1cc([N+](=O)[O-])ccc1N1CCCCCC1	30	3	0	5	0.6	-2	12	-7	10	u
Cc1ccc(NS(=O)(=O)c2ccc3c(c2)c(=O)n(C)c(=O)n3C)cc1F	23	10	-8	30	-40	0	-27	29	14	-14
O=C(NCC(c1ccco1)N1CCN(c2ccccc2)CC1)c1cccs1 (stereo unspecified)	-4	x	6	18	1.1	2	x	5	x	-3
Cc1ccc(C(=O)N2NC(c3ccc(F)cc3)C3C(=O)N(c4ccc(C)cc4)C(=O)C32)cc1 (stereo unspecified)	-11	-5	-8	-6	0.3	1	-16	10	-9	-2
CS(=O)(=O)c1ccccc1C(=O)N(CCC1=CCCCC1)c1c(N)n(Cc2ccccc2)c(=O)[nH]c1=O	9	x	12	26	0.1	8	x	0	x	x
CC(C)(C)S(=O)(=O)c1ccccc1-c1noc(-c2ccccc2)c1C(N)=O	-12	x	-14	27	-0.7	-3	x	-3	x	7
CSCCC(NC(=O)c1ccccc1)C(=O)Nc1ccc(NC(C)=O)cc1 (stereo unspecified)	-17	0	20	10	0.1	-6	-19	0	-1	u
O=c1c(Cl)c(NCc2ccc(F)cc2)cnn1C12CC3CC(CC(C3)C1)C2	19	3	-11	22	-0.2	3	1	28	-11	-2
COc1ccc2[nH]cc(C(=O)NCCc3ccccc3)c(=O)c2c1	-71	0	6	13	2.2	20	-18	12	4	-2
C=CCc1cc(/C=C2/NC(=S)NC2=O)cc(OC)c1O	u	-1	-5	32	-1.0	8	-2	6	2	2
O=C(Nc1nncs1)c1ccccc1Br	x	4	x	21	x	x	2	x	4	0
Cc1cccc(NS(=O)(=O)c2ccc(C(=O)N3CC(C)OC(C)C3)cc2)c1C (stereo unspecified)	3	x	2	13	0.0	2	x	3	x	1
CN(CCCC(=O)NCCc1ccccc1)S(=O)(=O)c1ccc([N+](=O)[O-])cc1	16	6	-2	-4	0.4	5	-39	19	-3	0
NC(=S)NCc1cccnc1	7	5	1	9	0.0	-8	-24	-4	-4	-9
Cc1nnc2c3ccccc3c(Cl)nn12	-51	2	-8	11	0.0	2	3	3	-4	-1
CCn1cc(/C=C(\NC(=O)c2ccc(OC)c(OC)c2)C(=O)N2CCOCC2)c2ccccc21	-1	-1	-3	-9	0.6	3	-1	13	3	1
O=C(COC(=O)c1cc([N+](=O)[O-])ccc1NCCO)Nc1ccc2c(c1)OCO2	4	-2	1	12	0.4	2	-4	-6	7	0

3 compounds out of the list above, arranged by the number in HSF1 inh, low to high.
Molecule	HSF1 inh
CC(C)CN(CC(C)C)S(=O)(=O)c1cc([N+](=O)[O-])ccc1N1CCCCCC1	-2
Cc1oc(-c2cccc(Cl)c2)nc1CN(C)C1CCOC1 (stereo unspecified)	0
Oc1ccc(C(c2nnnn2C2CCCC2)N2CCc3ccccc3C2)cc1 (stereo unspecified)	8

Next records.
SMILES	aSyn UTR inh	HSP90 inh	Platelet DG rel	AI-2 QS mod	HIF act	HSF1 inh	KLF5 inh	HSF-1 act	IEC-6 tox	HDAC3 inhib
CC(C)OC(=O)c1cc(NC(=O)c2nn(C)cc2Br)cc(C(=O)OC(C)C)c1	15	-1	0	20	0.0	-23	-30	-39	0	-3
CCN(CC)CCN(Cc1cc2ccc(C)cc2[nH]c1=O)C(=O)Nc1ccc(Cl)cc1	9	-3	1	9	-0.2	-3	-12	-8	-2	3
FC(F)(F)c1ccccc1CN1CCC(Cc2ccccc2)CC1	2	2	2	26	-1.8	8	7	43	1	3
O=C1COc2ccc(S(=O)(=O)Nc3cccc(Cl)c3)cc2N1	-10	-4	2	-40	4.2	-2	2	-2	4	6
CCOCCCNC(=O)C(NC(=O)CNC(=O)c1ccccc1)c1ccc(C)cc1 (stereo unspecified)	6	3	-6	11	-0.3	-3	9	-1	-4	-1
Nc1cccc(/C=C/C(=O)O)c1	-1	5	0	-1	-2.4	-58*	4	-70	1	0
CC(C)[N+](C)(C)CC(O)CN(c1ccccc1)c1ccccc1 (stereo unspecified)	-2	-3	2	14	-0.9	0	9	11	-1	1
Nc1n[nH]c(CCCO)n1	-4	3	-8	-3	-0.3	-6	-16	-17	-2	-6
CCCCN(C(=O)C1CC(=O)N(c2ccc3c(c2)OCCO3)C1)c1c(N)n(CCCC)c(=O)[nH]c1=O (stereo unspecified)	10	x	-9	16	-0.2	-2	x	-3	x	3
COc1ccc(Cl)cc1NC(=O)CN1CCN(S(=O)(=O)c2ccc(F)cc2)CC1	-6	4	2	6	-0.2	-4	-10	13	-1	7
O=C(Nc1nccs1)c1ccc2c(c1)OCO2	-146	0	18	9	1.3	27	-106	33	0	0
CCCCNS(=O)(=O)c1ccc(NC(=O)Cc2ccc(OC)cc2)cc1	24	1	4	-96*	-1.5	0	-10	-5	7	9
CCc1cc(=O)[nH]c(SCc2cccnc2)n1	-3	-1	-8	26	0.1	-2	-14	5	1	-7
COc1ccc(N(CC(=O)NN=C2CCCC2)S(=O)(=O)c2ccccc2)cc1	-11	0	-1	8	-0.2	x	-5	x	-3	8
O=C(NC1CCCCC1)C1CCN(S(=O)(=O)c2cccc3nsnc23)CC1	26	-1	-5	8	x	1	-2	-10	-1	x
Cc1ccc(NC(=O)CCSCCc2ccccn2)cc1	-2	3	0	13	0.1	0	-29	-11	-5	-1
Cc1csc(NC(=O)CSc2nnc(C)s2)n1	-17	-3	-8	19	0.1	-3	-10	6	-4	2
CCCCOc1ccc(C2CCC(C(C)=O)C(C)C2)cc1 (stereo unspecified)	-169	5	1	3	1.6	-5	-3	-19	-3	x
COC(=O)c1ccc2c(=O)n(-c3ccc(OC)cc3)c(=S)[nH]c2c1	-1	-4	-2	-11	-0.2	1	4	-3	6	4
Cc1ccc(C(=O)NNC(=O)CSc2nc(N)cc(N)n2)cc1	1	-5	-5	17	0.4	7	1	14	-7	1
CCCn1cnnc1CNC(=O)C1CCC(=O)N(CCc2cccc(F)c2)C1 (stereo unspecified)	-1	-1	-1	-2	-0.6	-3	-26	36	-1	5
O=C(Nc1ccccc1)C1=C[C@H](c2csc3ccccc23)C[C@H](OCCCCO)O1	-7	-2	0	-1	-0.5	11	0	15	5	8
COC(=O)COc1ccc(S(=O)(=O)NCCC2=CCCCC2)cc1Cl	20	4	2	22	0.0	20	-16	17	-1	1
CCOc1ccc2[nH]cc(-c3csc(N)n3)c2c1	4	0	1	43	-2.3	3	6	-7	-1	3
O=C(O)CCc1nn2c3ccccc3nc2n(-c2ccccc2)c1=O	-1	1	-9	7	-0.3	-2	-24	-17	4	8
(listing goes on)
SMILES	aSyn UTR inh	HSP90 inh	Platelet DG rel	AI-2 QS mod	HIF act	HSF1 inh	KLF5 inh	HSF-1 act	IEC-6 tox	HDAC3 inhib
COc1cc2[nH]c(=S)n(NC(=O)CC(C)C)c(=O)c2cc1OC	-24	0	-2	-6	-0.1	-4	14	16	-3	9
O=C(CN1CCN(c2ccccc2F)CC1)c1ccc(O)c(O)c1	-23	-4	2	5	0.0	-9	-33	3	9	2
CCOC(=O)c1c2c([nH]c(=S)c1C#N)CCCC2	17	-1	-2	21	-0.2	5	-34	-3	-4	1
COc1ccc(N2C(=O)c3cc4ccccc4cc3C2=O)cc1	-4	-1	-1	8	-0.8	3	-15	13	4	0
Cn1c(=O)c2c(SCC(=O)N3CCOCC3)nc(C3CCCCC3)nc2n(C)c1=O	2	5	-1	-3	3.9	-3	2	-21	-5	12
Cc1ccc(NC(=O)CCS(=O)(=O)c2ccc3nc(C)sc3c2)cc1	2	-3	5	12	0.0	3	-15	-7	4	-1
CCN(CC)S(=O)(=O)c1ccc(C(=O)NCCN2C(=O)S/C(=C\c3cccnc3)C2=O)cc1	-18	-2	5	21	-1.1	-5	-6	-12	-4	-1
O=C(C1CCN(CC2CCCCC2)CC1)N1CCCC1	11	3	3	32	-0.6	-4	0	-4	1	-9
O=C(CN1C(=O)c2ccccc2C1=O)Nc1ccccc1F	12	-2	-9	-6	0.0	0	-21	21	-4	-2
C=CCOc1cccc(C(=O)N2CCCC(CNS(=O)(=O)c3cccs3)C2)c1 (stereo unspecified)	2	-8	1	25	-0.2	3	-31	21	-6	3

Copied from the listing (ten entries):
SMILES	aSyn UTR inh	HSP90 inh	Platelet DG rel	AI-2 QS mod	HIF act	HSF1 inh	KLF5 inh	HSF-1 act	IEC-6 tox	HDAC3 inhib
COc1cc2[nH]c(=S)n(NC(=O)CC(C)C)c(=O)c2cc1OC	-24	0	-2	-6	-0.1	-4	14	16	-3	9
O=C(CN1CCN(c2ccccc2F)CC1)c1ccc(O)c(O)c1	-23	-4	2	5	0.0	-9	-33	3	9	2
CCOC(=O)c1c2c([nH]c(=S)c1C#N)CCCC2	17	-1	-2	21	-0.2	5	-34	-3	-4	1
COc1ccc(N2C(=O)c3cc4ccccc4cc3C2=O)cc1	-4	-1	-1	8	-0.8	3	-15	13	4	0
Cn1c(=O)c2c(SCC(=O)N3CCOCC3)nc(C3CCCCC3)nc2n(C)c1=O	2	5	-1	-3	3.9	-3	2	-21	-5	12
Cc1ccc(NC(=O)CCS(=O)(=O)c2ccc3nc(C)sc3c2)cc1	2	-3	5	12	0.0	3	-15	-7	4	-1
CCN(CC)S(=O)(=O)c1ccc(C(=O)NCCN2C(=O)S/C(=C\c3cccnc3)C2=O)cc1	-18	-2	5	21	-1.1	-5	-6	-12	-4	-1
O=C(C1CCN(CC2CCCCC2)CC1)N1CCCC1	11	3	3	32	-0.6	-4	0	-4	1	-9
O=C(CN1C(=O)c2ccccc2C1=O)Nc1ccccc1F	12	-2	-9	-6	0.0	0	-21	21	-4	-2
C=CCOc1cccc(C(=O)N2CCCC(CNS(=O)(=O)c3cccs3)C2)c1 (stereo unspecified)	2	-8	1	25	-0.2	3	-31	21	-6	3
